CF NFkB inh: blocks PAF-induced NF-kB reporter in cystic fibrosis cells | inhibition, % at 5 µM | KKLEB NF-kB-GFP reporter, GFP fluorescence overnight | actives 0.86% (n = 360,000);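 active means at least 50% inhibition at 5 µM, scaled per plate between neutral and stimulator controls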;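 further: PAF is a Pseudomonas aeruginosa culture filtrate used as stimulus; plate controls were PAF-stimulated DMSO wells for no effect and unstimulated DMSO wells for full effect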
Peg3 prom inh: inhibitors of Peg3 promoter; HeLa PEG-Prom luciferase reporter, luminescence, overnight; inhibition, % at 20 µM; actives 1.7% (n = 360,000); AID 588405;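 active means inhibition of at least 50% at 20 µM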
HIF-2a block: HIF-2a inhibition; inhibition, % at 18.8 µM; AID 624352; 786-0 RCC cells HIF-2a reporter, luciferase luminescence, overnight; actives 0.72% (n = 360,000);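 active means inhibition of the luminescence signal of 40% or more relative to plate controls, in a single-dose primary screen at 18.75 µM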
MITF TRPM1 inh: inhibitors of MITF-driven TRPM1 promoter in melanoma cells; SK-MEL-5 TRPM1 promoter luciferase, 24 h; inhibition, % at 12.5 µM; actives 0.83% (n = 330,000);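 active means mean inhibition across replicates of 60% or more, whatever share of single replicates reaches that level; inconclusive means some that reach 60%, reason not given; inactive means mean inhibition across replicates below 60%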; further: values of inactives mirror those of a sister screen read the other way
TWEAK-Fn14 inh: TWEAK-Fn14 signaling inhibition; TWEAK-stimulated Fn14 reporter cells, luciferase luminescence, 8 h; inhibition, % at 10 µM; actives 2% (n = 360,000); in the data active means inhibition above about 50%
KKLEB cytotox: CF airway cell cytotoxicity counter-screen; KKLEB CF airway cells viability, ATPlite luminescence, overnight; hits give low values; cells stimulated with P. aeruginosa culture filtrate; activity change (cytotoxicity), % at 5 µM; actives 0.36% (n = 360,000);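 active means corrected activity change at or below -50% at 5 µM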
Shn3 3UTR inh: Schnurri-3 reporter inhibition in Clone20 osteoblasts; Clone20 osteoblast Shn3 3'UTR firefly luciferase, 24 h; inhibition, % at 12.5 µM; actives 0.52% (n = 360,000);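 active means mean inhibition of at least 75% with every replicate also reaching 75%; inconclusive means mean inhibition at least 75% but some replicate below; inactive means mean inhibition below 75%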;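 further: 0% = median of neutral control wells and 100% = pilot-screen positive control compound; some compounds past the cut are filed as inactive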
TROY NFkB inh: TROY signaling inhibition | Q293 LMP1-TROYcd NF-kB luciferase reporter, 4 h | inhibition, % at 10 µM | actives 0.98% (n = 360,000) | AID 1347056;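 active means compounds whose plate-normalised and pattern-corrected inhibition of the luciferase reporter signal at the single screening dose is 50% or more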
TRAIL sens C8: caspase-8 TRAIL sensitization | NB7+C8 cells + TRAIL, ATPlite viability luminescence | inhibition (viability loss, TRAIL sensitization), % at 10 µM | actives 1% (n = 360,000);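 active means compounds causing at least 50% loss of cell viability in the single-dose screen, relative to plate controls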
NR2E3 ag-1: human photoreceptor-specific nuclear receptor agonism | AID 602229 | inhibition of corepressor binding, % at 3.98 µM | actives 0.35% (n = 360,000) | CHO-S Gal4-NCOR/VP16-NR2E3 two-hybrid, luciferase;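 active means inhibition above the mean of all tested compounds plus 3 SD, cut at about 70% in these data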;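 further: 0% = DMSO with NR2E3 transfected cells and 100% = cells lacking NR2E3 construct; higher means lower luciferase signal from less NR2E3 corepressor binding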
Target sequence (Q9Y5X4 whole entry, looked up, the tested form may be a part): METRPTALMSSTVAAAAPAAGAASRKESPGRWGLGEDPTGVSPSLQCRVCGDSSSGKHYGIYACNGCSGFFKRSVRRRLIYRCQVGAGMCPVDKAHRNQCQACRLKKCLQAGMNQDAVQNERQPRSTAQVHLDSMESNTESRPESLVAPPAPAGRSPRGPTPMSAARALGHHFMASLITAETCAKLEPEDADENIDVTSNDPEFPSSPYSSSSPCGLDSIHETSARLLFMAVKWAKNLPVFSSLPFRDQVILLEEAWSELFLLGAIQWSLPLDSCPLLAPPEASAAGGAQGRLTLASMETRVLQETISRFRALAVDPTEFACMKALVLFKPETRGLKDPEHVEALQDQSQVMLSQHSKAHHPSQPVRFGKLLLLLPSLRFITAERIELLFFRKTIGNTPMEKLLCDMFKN
NR2E3 ag-2: NR2E3 (human) agonism; inhibition of corepressor binding, % at 4.78 µM; Q9Y5X4; GST-NR2E3/biotin-RetCOR TR-FRET, 1536-well; AID 2300; actives 0.12% (n = 320,000);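 active means percent inhibition above the cutoff of mean plus 3 SD of all tested compounds, set per screening campaign, cut at about 20% in these data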;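 further: 0% = DMSO wells and 100% = biotin wells as full block of FRET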
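system = GST-tagged NR2E3 plus biotinylated RetCOR corepressor | input = 1.35 nM GST-NR2E3 | also added = 7 nM biotin-RetCOR | schedule = 5 h incubation at 4 °C | measured by = TR-FRET with europium anti-GST and streptavidin-D2, 340 nm excitation | read-out = percent loss of FRET ratio relative to control wells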
The depositor's hits bear a star; ? = inconclusive; · = no result given. An excerpt. The share of hits here may be higher or lower than overall.

[1] O=C1CCC(C(=O)N2CCC(CO)(Cc3ccc(Cl)cc3)CC2)=NN1
[2] Cc1cc(NC(c2cccnc2)c2c(C)[nH]c3ccccc23)no1 (stereo not drawn)
[3] CC1Cc2nc(SCC(=O)N3CCN(c4ccccc4)CC3)n(CCc3ccccc3)c(=O)c2S1 (stereo not drawn)
[4] O=C(O)c1ccc2c(c1)C(=O)N(N1C(=O)c3ccccc3C1=O)C2=O
[5] O=C(c1ccc(=O)[nH]c1)N1CCN(S(=O)(=O)c2cc(C(F)(F)F)ccc2Cl)CC1
[6] CCc1cccc(C)c1NC(=O)c1ccoc1C
[7] COc1ccc(S(=O)(=O)N2CCOCC2)cc1NC(=O)CN1C(=O)NC2(CCCCC2C)C1=O (stereo not drawn)
[8] CC1(C)CC(NC(=O)c2ccccc2NS(=O)(=O)c2ccc(Br)cc2)CC(C)(C)N1
Assay by compound | 1 | 2 | 3 | 4 | 5 | 6 | 7 | 8
CF NFkB inh | 2 | 7 | -12 | -4 | 2 | -4 | -2 | -8
Peg3 prom inh | 18 | 2 | 44 | 5 | 2 | -1 | 1 | 7
HIF-2a block | 20 | 21 | -23 | 18 | 12 | 8 | 17 | 6
MITF TRPM1 inh | 3 | 7 | 8 | 1 | -7 | 7 | -5 | -9
TWEAK-Fn14 inh | -9 | -13 | 33 | 13 | -2 | 3 | -7 | -3
KKLEB cytotox | -1 | -11 | 3 | -6 | 0 | -1 | 3 | -3
Shn3 3UTR inh | -8 | -13 | 13 | -12 | -1 | 3 | 1 | -18
TROY NFkB inh | -8 | 10 | -20 | 3 | -9 | 10 | -10 | -5
TRAIL sens C8 | 1 | -16 | 33 | 3 | 9 | 1 | -2 | 9
NR2E3 ag-1 | -22 | -15 | -24 | 10 | -25 | -8 | -12 | -14
NR2E3 ag-2 | 5 | -2 | 2 | -1 | -1 | 1 | 1 | ·

[9] COc1cccc(/C=C2\SC(=S)N(CCCC(=O)N3CCCCC3)C2=O)c1
[10] O=C(CNC(=O)c1cc(S(=O)(=O)N2CCOCC2)ccc1N1CCCC1)Nc1ccc(F)c(F)c1
[11] COc1ccc(S(=O)(=O)N(Cc2ccccc2)c2ccccc2C(=O)Nc2ccccc2C(=O)NCc2ccco2)cc1
[12] COc1cccc(NC(=O)CSc2nc(C)cs2)c1
[13] O=C(C[C@H]1C/C=C\C[C@@H](Cc2ccc(F)cc2)C(=O)OC[C@H]2CCCN2C1=O)NCCO
[14] CC(=O)N1c2ccc(S(=O)(=O)NCCC(=O)N3CCC(C)CC3)cc2CC1C (stereo not drawn)
[15] COc1ccc(C(=O)NC2CCN(CC(=O)N3CCCCC3)CC2)cc1
[16] CCOC(=O)c1cccc(NS(=O)(=O)Cc2ccccc2)c1
Assay by compound | 9 | 10 | 11 | 12 | 13 | 14 | 15 | 16
CF NFkB inh | 16 | -5 | -6 | 8 | 9 | -3 | -15 | 9
Peg3 prom inh | 53* | 12 | 31 | -58 | -1 | 24 | 5 | -5
HIF-2a block | 67* | 3 | 12 | -42 | -1 | 10 | 20 | 1
MITF TRPM1 inh | 21 | 2 | 10 | -16 | 0 | 9 | -7 | 0
TWEAK-Fn14 inh | -2 | -13 | 16 | -7 | 0 | -3 | 37 | 3
KKLEB cytotox | -15 | 8 | 0 | 0 | 4 | 8 | -2 | 5
Shn3 3UTR inh | -16 | -4 | 20 | -9 | 19 | 7 | -15 | -4
TROY NFkB inh | -6 | -7 | 10 | -47 | -21 | 5 | 23 | -5
TRAIL sens C8 | 32 | -6 | 6 | 3 | -10 | 6 | 4 | -6
NR2E3 ag-1 | 28 | 7 | 12 | -9 | -9 | -3 | 13 | -16
NR2E3 ag-2 | 1 | · | 3 | 2 | · | 1 | 3 | 1

[17] Cc1ccc(Nc2nc3c([nH]2)c(=O)[nH]c(=O)n3C)cc1
[18] Cc1cc(C)c(C)c(S(=O)(=O)NC2CCCCC2)c1C
[19] COc1ccc(C(=O)CSC2=NS(=O)(=O)c3cc(Cl)ccc3N2)cc1
[20] CCOc1ccccc1NC(=S)Nc1ncccc1C
[21] Cc1ccc(S(=O)(=O)NC(=O)NC(=O)N(C)S(=O)(=O)c2ccc(C)cc2)cc1
[22] CC(NC(=O)CCc1nnc(CCCc2ccccc2)o1)c1ccccc1 (stereo not drawn)
[23] O=C(NCc1ccccc1C(F)(F)F)C1CCC(=O)N(C2CC2)C1 (stereo not drawn)
[24] CCOC(=O)C1=CN(Cc2cccc(I)c2)S(=O)(=O)N(C)C1C (stereo not drawn)
Assay by compound | 17 | 18 | 19 | 20 | 21 | 22 | 23 | 24
CF NFkB inh | -11 | -6 | 11 | -7 | -35 | 3 | -17 | 6
Peg3 prom inh | -7 | 5 | 21 | 11 | 3 | -156 | -5 | 8
HIF-2a block | 1 | 18 | 13 | -49 | 3 | -212 | 1 | 11
MITF TRPM1 inh | -2 | -5 | 2 | -1 | 1 | -4 | 4 | -24
TWEAK-Fn14 inh | 7 | 4 | -3 | 7 | -8 | -21 | -9 | -10
KKLEB cytotox | -2 | 9 | -9 | 5 | 10 | 2 | 1 | -10
Shn3 3UTR inh | -7 | 2 | -8 | 1 | 15 | -61 | -20 | -2
TROY NFkB inh | 11 | 7 | 6 | -18 | 4 | -69 | -12 | 7
TRAIL sens C8 | 0 | -1 | 4 | 1 | 2 | -7 | -1 | 4
NR2E3 ag-1 | -19 | -51 | -16 | -37 | 20 | -68 | -19 | -32
NR2E3 ag-2 | -3 | · | 0 | 1 | -1 | 4 | -2 | ·

[25] Cc1ccc(C)c(CN2C(=O)COc3ccccc32)c1
[26] Cc1c(C(=O)NCc2ccc3c(c2)OCO3)cccc1[N+](=O)[O-]
[27] CCCCN(CCCC)CCNC(=O)c1cn(C)c2ccc(S(=O)(=O)N3CCCC3)cc2c1=O
[28] O=C(NCCn1ccc2ccccc21)c1ccc(S(=O)(=O)N2CCCCC2)cc1
[29] CCOC(=O)C(C)Sc1nnc(CNC(=O)c2ccc(OC)cc2)n1C1CCCCC1 (stereo not drawn)
[30] O=C(Nc1cc(C(F)(F)F)ccc1Cl)C(Sc1nnc(-c2cccs2)o1)c1ccccc1 (stereo not drawn)
[31] CCC(=O)NCCCCCCNC(=O)CC
[32] O=C(CSC1=NCCS1)Nc1ccnc2ccccc12
Assay by compound | 25 | 26 | 27 | 28 | 29 | 30 | 31 | 32
CF NFkB inh | 13 | 0 | -16 | -3 | 13 | 2 | 8 | 32
Peg3 prom inh | 17 | 4 | 0 | 17 | 9 | -26 | 9 | 23
HIF-2a block | 19 | 11 | 1 | 6 | 15 | -97 | 9 | 16
MITF TRPM1 inh | -4 | 0 | -1 | -3 | -14 | 12 | -6 | 2
TWEAK-Fn14 inh | 15 | -8 | 7 | 13 | 19 | -8 | 13 | 52*
KKLEB cytotox | -1 | 5 | 19 | 4 | 3 | 12 | 11 | -8
Shn3 3UTR inh | 6 | 0 | -6 | 12 | -8 | -20 | -9 | 67
TROY NFkB inh | -2 | 7 | -7 | -7 | 4 | 3 | 1 | 29
TRAIL sens C8 | 3 | 2 | -11 | 6 | 14 | 24 | -4 | 38
NR2E3 ag-1 | -1 | -5 | 6 | 7 | 1 | -37 | 6 | 39
NR2E3 ag-2 | 2 | -3 | 1 | 0 | 3 | 4 | 4 | 0

Structures listed so far that bear a hit mark in HIF-2a block:
item	canonical_smiles	CF NFkB inh	Peg3 prom inh	HIF-2a block	MITF TRPM1 inh	TWEAK-Fn14 inh	Shn3 3UTR inh	NR2E3 ag-1	NR2E3 ag-2
9	COc1cccc(/C=C2\SC(=S)N(CCCC(=O)N3CCCCC3)C2=O)c1	16	53*	67*	21	-2	-16	28	1

Next section
[33] Cc1ccc(SCc2ccc(C(=O)Nc3ccccc3C(=O)NC(C)C)cc2)cc1
[34] Cc1cc(C)cc(NC(=O)N2CCN(S(C)(=O)=O)CC2)c1
[35] CC1CCCC(C)N1C(=O)c1cccc2c1-c1ccccc1/C2=N/O (stereo not drawn)
[36] Cn1nc(C(F)(F)F)c(CO)c1Sc1ccc(F)cc1
[37] O=C(NC1CC1)C(=O)c1c(-c2ccccc2)[nH]c2ccccc12
[38] CCCc1nc2oc3c(=O)[nH]cnc3c2c2c1COC(C)(C)C2
[39] Cc1ccc(CNc2ncnc3cc(Cl)ccc23)cc1
[40] CC1CCCC(C)N1C(=O)CN1c2cccc3cccc(c23)S1(=O)=O (stereo not drawn)
Assay by compound | 33 | 34 | 35 | 36 | 37 | 38 | 39 | 40
CF NFkB inh | 7 | -14 | 38 | 15 | -4 | 0 | 4 | -24
Peg3 prom inh | 7 | 9 | 28 | 11 | 7 | 10 | 25 | -2
HIF-2a block | -5 | 10 | 16 | 17 | 11 | 15 | 16 | 7
MITF TRPM1 inh | 9 | 8 | 1 | 6 | · | -1 | 18 | ·
TWEAK-Fn14 inh | -5 | 6 | 18 | 19 | -1 | 5 | 33 | 0
KKLEB cytotox | -7 | -1 | 5 | -6 | 9 | -12 | -2 | 11
Shn3 3UTR inh | 0 | -16 | -5 | -24 | 5 | 14 | 50 | -2
TROY NFkB inh | -20 | -8 | 38 | 8 | 12 | -8 | 18 | -5
TRAIL sens C8 | -10 | 1 | -3 | 5 | 7 | 0 | -1 | 2
NR2E3 ag-1 | 9 | -17 | -17 | 13 | -2 | -8 | 87* | 20
NR2E3 ag-2 | -1 | 1 | 0 | 0 | 4 | 2 | -3 | ·

[41] Cc1c(C(=O)OCC(O)=C(C#N)c2nc3ccccc3[nH]2)oc2ccc(Br)cc12
[42] O=C(CN1CCN(S(=O)(=O)c2ccccc2)CC1)NC(=O)NCc1ccccc1
[43] CC(C)N1CCN(Cc2ccc(-c3ccccc3Cl)o2)CC1CCO (stereo not drawn)
[44] CCN(C(=O)C1=COCCO1)c1nc2c(C)cccc2s1
[45] COC(=O)N/N=C/c1cc([N+](=O)[O-])cc(Br)c1O
Assay by compound | 41 | 42 | 43 | 44 | 45
CF NFkB inh | 14 | -3 | -2 | -4 | 16
Peg3 prom inh | 40 | 8 | 11 | -246 | -1
HIF-2a block | 10 | -2 | -4 | -204 | 7
MITF TRPM1 inh | 4 | 1 | 7 | -70 | -1
TWEAK-Fn14 inh | -19 | -7 | -4 | -38 | 0
KKLEB cytotox | -37 | 9 | -6 | 6 | 6
Shn3 3UTR inh | ? | 1 | 11 | -32 | 6
TROY NFkB inh | -1 | -5 | -1 | -79 | 8
TRAIL sens C8 | -2 | -1 | 5 | 11 | -1
NR2E3 ag-1 | 10 | -28 | 4 | -86 | 6
NR2E3 ag-2 | · | -1 | -2 | 3 | -2

Looked up by compound from above (two):
[45] COC(=O)N/N=C/c1cc([N+](=O)[O-])cc(Br)c1O
[41] Cc1c(C(=O)OCC(O)=C(C#N)c2nc3ccccc3[nH]2)oc2ccc(Br)cc12
Assay by compound | 45 | 41
CF NFkB inh | 16 | 14
Peg3 prom inh | -1 | 40
HIF-2a block | 7 | 10
MITF TRPM1 inh | -1 | 4
TWEAK-Fn14 inh | 0 | -19
KKLEB cytotox | 6 | -37
Shn3 3UTR inh | 6 | ?
TROY NFkB inh | 8 | -1
TRAIL sens C8 | -1 | -2
NR2E3 ag-1 | 6 | 10
NR2E3 ag-2 | -2 | ·
